NCI-60 one-dose screen, 48 h, at 10 µM unless noted. Numbers give growth in % (100 = growth as untreated, 0 = no growth, -100 = all killed).
U251 – U251 CNS tumor cells | actives 5.4% (n = 80,000) | AID 1794753
DU-145 – DU-145 prostate cancer | actives 4.2% (n = 81,000)
SNB-19 – SNB-19 CNS cancer cells; actives 2.5% (n = 81,000)
SF-539 – SF-539 CNS cancer; AID 1794752; actives 6.8% (n = 81,000)
OVCAR-8 – OVCAR-8 ovarian cancer; actives 4.4% (n = 81,000); AID 1794782
PC-3 – PC-3 prostate cancer cells; actives 3.9% (n = 80,000)
SF-268 – SF-268 CNS cancer cells; actives 3.1% (n = 82,000); AID 1794759
SF-295 – SF-295 CNS cancer cells; actives 5.6% (n = 79,000); AID 1794758
* marks the source's active call; other numbers are inactive results; . = no result given; & = joins results of further samples; ! = repeats disagree; [ ] = remark or other dose. How the source made its calls: active means growth percent below 10; inactive means the rest. The list is partial; the hit share may differ from the screen's.

SMILES	U251	DU-145	SNB-19	SF-539	OVCAR-8	PC-3	SF-268	SF-295
CC(Cl)[N+](=O)[O-] (configuration not stated)	106	117	93	106	107	95	124	106
CN(C)c1nn[nH]n1	107	109	.	99	109	101	109	107
CNC(=O)O/N=C(/C)c1ccc(Cl)cc1	.	114	112	125	102	92	110	101
C[N+](C)(C)CCCl	116	114	108	111	116	108	104	115
O=C(c1ccccc1)C(Br)CN1CCOCC1 (configuration not stated)	103	108	106	99	106	90	107	103
CC1(C)COP(=O)(CCC#N)OC1	108	126	115	112	110	100	112	117
CC1(C)CC[C@]23CC[C@]4(C)[C@H](CC[C@@H]5[C@@]6(C)CCC7(OOC8(CCCCC8)OO7)C(C)(C)[C@@H]6CC[C@]54C)[C@H]2[C@H]1OC3=O (some centres not stated)	105	95	96	103	119	78	97	96
CN(Cc1ccc(C(F)(F)F)cc1)CC(O)C(=O)Nc1ccc(C#N)c(C(F)(F)F)c1 (configuration not stated)	91	105	92	105	92	95	102	93
[N-]=[N+]=CC(=O)CC[C@H](N)C(=O)O	97[20 µM]	105[20 µM]	94[20 µM]	93[20 µM]	100[20 µM]	97[20 µM]	97[20 µM]	101[20 µM]
Nc1c([N+](=O)[O-])ccc2c1Oc1ccccc1O2	85	109	97	97	91	95	98	98

Five of the compounds above, with two lines to a compound:
Results follow in this order: U251, DU-145, SNB-19, SF-539, OVCAR-8, PC-3, SF-268, SF-295
CC1(C)CC[C@]23CC[C@]4(C)[C@H](CC[C@@H]5[C@@]6(C)CCC7(OOC8(CCCCC8)OO7)C(C)(C)[C@@H]6CC[C@]54C)[C@H]2[C@H]1OC3=O (some centres not stated)
→ 105, 95, 96, 103, 119, 78, 97, 96
CN(C)c1nn[nH]n1
→ 107, 109, ., 99, 109, 101, 109, 107
[N-]=[N+]=CC(=O)CC[C@H](N)C(=O)O
→ 97[20 µM], 105[20 µM], 94[20 µM], 93[20 µM], 100[20 µM], 97[20 µM], 97[20 µM], 101[20 µM]
CNC(=O)O/N=C(/C)c1ccc(Cl)cc1
→ ., 114, 112, 125, 102, 92, 110, 101
CN(Cc1ccc(C(F)(F)F)cc1)CC(O)C(=O)Nc1ccc(C#N)c(C(F)(F)F)c1 (configuration not stated)
→ 91, 105, 92, 105, 92, 95, 102, 93

Ordered by number of heavy atoms (low to high): three of the compounds above.
SMILES	U251	DU-145	SNB-19	SF-539	OVCAR-8	PC-3	SF-268	SF-295
C[N+](C)(C)CCCl	116	114	108	111	116	108	104	115
CN(Cc1ccc(C(F)(F)F)cc1)CC(O)C(=O)Nc1ccc(C#N)c(C(F)(F)F)c1 (configuration not stated)	91	105	92	105	92	95	102	93
CC1(C)CC[C@]23CC[C@]4(C)[C@H](CC[C@@H]5[C@@]6(C)CCC7(OOC8(CCCCC8)OO7)C(C)(C)[C@@H]6CC[C@]54C)[C@H]2[C@H]1OC3=O (some centres not stated)	105	95	96	103	119	78	97	96

Next entries
SMILES	U251	DU-145	SNB-19	SF-539	OVCAR-8	PC-3	SF-268	SF-295
CCCCOC(=O)c1ccccc1C(=O)O.CCCCOC(=O)c1ccccc1C(=O)O.[Cu+2]	.	113	131	111	108	111	120	.
CCCC(Cc1ccccc1)N1CCCC1 (configuration not stated)	111	119	105	104	104	94	109	122
OCc1ccc2c(c1)OCO2	96	105	104	96	96	94	100	94
O=C(O)C(Cl)Cc1cnc[nH]1 (configuration not stated)	95	104	99	102	95	95	101	100
CCCCCCc1cc2c(O)c(C(c3ccccc3)c3c(O)c4cc(CCCCCC)c(O)cc4oc3=O)c(=O)oc2cc1O	30	63	41	57	41	42	52	33
O=C(O)CSc1ccc(N=Cc2ccc(N(CCCl)CCCl)cc2)cc1	74	57	88	70	81	75	66	86
O=[N+]([O-])c1ncc[nH]1	101	112	104	100	103	93	99	114
COc1cc2c(cc1OC)C13CCN4CC5=CCOC(CC(=O)O)C(C5CC41)C3N2 (configuration not stated)	102	108	103	104	103	101	116	97
CCCC(C)(C)c1ccc2c(c1)OC(C)(C)[C@@H]1CC=C(C)C[C@@H]21	96	108	103	104	98	84	93	101
COc1ccc(CCN)cc1	100	99	93	95	98	95	97	109
CC[C@H](C)[C@H](NC(=O)[C@H]1CCCCN1C)C(=O)N(C)[C@H](C[C@@H](OC(C)=O)c1cccc(C(=O)N[C@@H](Cc2ccccc2)C[C@H](C)C(=O)O)n1)C(C)C	14	-16*	27	-11*	18	25	18	3.0*
CCCCNC(c1ccccc1)C(O)c1ccccc1 (configuration not stated)	95	108	.	109	100	71	100	90
CC[C@@]1(O)C[C@H](OC2CC(N(C)C)C(OC3CC(O)C(OC4CCC(=O)C(C)O4)C(C)O3)C(C)O2)c2c(cc3c(c2O)C(=O)c2c(O)ccc(O)c2C3=O)[C@H]1C(=O)OC (some centres not stated)	-38*	1.4*	26	-5.7*	.	-25*	23	8.5*
COc1cc2cc(C(=O)N3C[C@@H](CCl)c4c3cc(OC(=O)N3CCN(C)[C@@H]5CSSC[C@H]53)c3ccccc43)[nH]c2c(OC)c1OC	-15*	1.5*	-15*	-96*	-30*	-25*	2.5*	-43*
c1ccc(C2NCCc3[nH]cnc32)cc1 (configuration not stated)	109	125	127	94	90	111	115	103
C/C=C/CC(C)C(O)[C@H](NC(=O)[C@@H]1CCCN1C(=O)C(C)(C)NC(=O)CCCCCCC)C(=O)N[C@@](C)(CC)C(=O)N[C@@H](CCC(N)=O)C(=O)N[C@H](CCC(N)=O)C(=O)NC(C)(C)C(=O)NC(C)(C)C(=O)N[C@@H](CCC(N)=O)C(=O)N[C@H](CC(C)C)C(=O)N[C@H](CO)CC(C)C (some centres not stated)	-18*!	-35*!	14&101	-46*!	25&106	17&103	-9.0*!	-22*!
Oc1ccc(C2(c3ccc(O)cc3)CCCCC2)cc1	99&90	106&113	107&105	101&113	113&99	90&90	95&103	101&101
CCCCCCCCCCCCCCCCCC1OCC(COC(=O)O[C@@H](C(=O)O[C@H]2C[C@@]3(O)[C@@H](OC(=O)c4ccccc4)[C@@H]4[C@]5(OC(C)=O)CO[C@@H]5C[C@H](O)[C@@]4(C)C(=O)[C@H](OC(C)=O)C(=C2C)C3(C)C)[C@@H](NC(=O)c2ccccc2)c2ccccc2)O1 (some centres not stated)	41	44	49	51	49	40	59	48
C=C(OP(=O)(OC)OC)Sc1ccccc1C	107	112	101	98	110	104	117	102
COc1ccc(CC2c3cc(OC)c(OC)cc3CCN2C)cc1OC (configuration not stated)	96	110	102	99	98	91	98	96

Single entries from the list:
COc1ccc(CC2c3cc(OC)c(OC)cc3CCN2C)cc1OC (configuration not stated) | SF-295: 96
O=C(O)C(Cl)Cc1cnc[nH]1 (configuration not stated) | SF-539: 102
CC1(C)CC[C@]23CC[C@]4(C)[C@H](CC[C@@H]5[C@@]6(C)CCC7(OOC8(CCCCC8)OO7)C(C)(C)[C@@H]6CC[C@]54C)[C@H]2[C@H]1OC3=O (some centres not stated) | SF-295: 96
O=C(O)CSc1ccc(N=Cc2ccc(N(CCCl)CCCl)cc2)cc1 | SF-539: 70
CCCCNC(c1ccccc1)C(O)c1ccccc1 (configuration not stated) | U251: 95
CCCCCCCCCCCCCCCCCC1OCC(COC(=O)O[C@@H](C(=O)O[C@H]2C[C@@]3(O)[C@@H](OC(=O)c4ccccc4)[C@@H]4[C@]5(OC(C)=O)CO[C@@H]5C[C@H](O)[C@@]4(C)C(=O)[C@H](OC(C)=O)C(=C2C)C3(C)C)[C@@H](NC(=O)c2ccccc2)c2ccccc2)O1 (some centres not stated) | SF-539: 51

Remaining list, next part.
SMILES	U251	DU-145	SNB-19	SF-539	OVCAR-8	PC-3	SF-268	SF-295
CC(C)(C)[C@H](NC(=O)c1cn(Cc2ccccc2F)c2ccccc12)C(N)=O	104	103	117	103	100	93	92	101
Cc1cc(C)c(Nc2nc3c(s2)CC[C@@]2(C)C3=CC[C@@H]3[C@@H]2CC[C@]2(C)C(=O)CC[C@@H]32)c(C)c1	99	109	102	101	109	101	98	104
FCCN(CCF)c1cccc(Cl)c1	108	122	.	97	112	92	105	85
CC1(C)CN1CCCCN1CC1(C)C (configuration not stated)	100	112	101	97	99	106	99	.
NC(=O)C[N+](=O)[O-]	103	113	106	102	98	101	107	101
O=c1cc(CCl)[nH]nc1CCl	97	121	111	109	107	107	113	104
COP(=O)(OC)C(O)c1ccc(Cl)cc1Cl (configuration not stated)	103	117	106	117	110	93	111	115
Cc1nc(C#N)c(N2C[C@@H]3C[C@@H](C2)c2cccc(=O)n2C3)o1	103	102	111	105	102	102	96	104
COCCOCCOCCOc1ccc(-n2cc(CCCN(CCNc3ccnc4cc(Cl)ccc34)C(=O)CCC(=O)O[C@@H]3O[C@@H]4OC5(C)CC[C@H]6[C@H](C)CC[C@@H]([C@H]3C)[C@@]46OO5)nn2)cc1	46	62	56	47	21	32	57	41
O=[N+]([O-])c1ccc2cnn(CSP(=S)(c3ccccc3)c3ccccc3)c2c1	74	105	89	83	82	59	80	96
C=CCOCC1CO1 (configuration not stated)	101	121	97	93	96	110	111	117
COc1cc(CC#N)cc(OC)c1OC	98	109	98	107	107	103	109	99
Cc1ccc2[nH]c(=S)n(-c3ccc(F)cc3)c(=O)c2c1	102	110	90	95	103	90	106	99
CCOP(=S)(N/N=C\C(C)(C)C1CCCCC1)OCC	88	90	119	88	103	83	95	113
C[C@]12CC[C@H]3[C@@H](C[C@@H]4SC(Nc5ccccc5)=N[C@@]45C/C(=N/O)CC[C@]35C)[C@@H]1CCC2=O	38	30	60	44	47	61	58	56
CCOC(=O)N[C@H]1CCc2c(Br)c(OC)c(OC)c(OC)c2-c2ccc(SC)c(=O)cc21	20	-20*	29	-32*	20	24	17	11
OC(c1ccc(Cl)cc1)C(Cl)(Cl)Cl (configuration not stated)	93	107	100	96	93	101	103	97
CC(=O)O[C@H]1CC[C@H]2[C@@H]3[C@H](C)CC4=CC(=O)CCC4[C@H]3CC[C@]12C (some centres not stated)	107	109	105	110	101	113	100	95
O=C(COc1ccc(OCC(=O)N2CC2)cc1)N1CC1	99	114	104	96	106	97	106	17
C#C[C@]1(O)CC[C@H]2[C@@H]3CC[C@H]4CC=CC[C@]4(C)[C@H]3CC[C@@]21C	96	98	133	91	100	76	90	.
CCCNC(=O)C[C@H](CCC(F)(F)F)C(=O)N[C@H]1N=C(c2ccccc2)c2ccccc2N(C)C1=O	100	110	95	95	100	103	100	104
COC(=O)C(c1ccccc1)C1CCCCN1 (configuration not stated)	89	.	100	109	100	95	112	110
COc1ccccc1N1CCN(C(C)C)CC1	104	100	106	96	105	99	101	96
N#Cc1nn(-c2c(Cl)cc(C(F)(F)F)cc2Cl)c(N)c1S(=O)C(F)(F)F (configuration not stated)	94	102	106	102	99	88	111	97
CCN(CC)CCOC(=O)C(OCC(C)C)(c1ccccc1)c1ccccc1	93	95	95	104	98	74	95	112
CSC(SC)=C1C(=O)NC(=O)NC1=O	.	105	104	103	108	105	106	.
CCC(N)Cc1c[nH]c2ccccc12 (configuration not stated)	113	109	111	93	99	86	104	126
CCCCC(=O)c1ccccc1	103	125	115	105	108	87	110	.
CC(C)[N+](C)(C)CCC(C(N)=O)(c1ccccc1)c1ccccc1	98	100	120	102	101	110	100	98
CC(=O)[C@H]1CC[C@H]2[C@@H]3CC[C@@H]4C[C@H](O)CC[C@]4(C)[C@H]3[C@H](O)C[C@]12C	103	120	97	119	106	87	101	104
COc1nc2c(c(-c3ccc(F)cc3)c1C#N)[C@H]1CCC(/C2=C\c2ccc(F)cc2)N1C	93	105	96	100	84	78	88	105
CN(C)CCNC(=O)C(=O)c1cn(Cc2ccccc2)c2ccc(OCCO)cc12	97	108	103	102	99	100	96	103
Nc1cccnc1	103	125	109	113	104	98	108	122
Clc1cccc(Cl)c1Cl	98	101	118	100	112	103	97	95
CCCCOC(=O)CC(C(=O)OCCCC)N1CC1 (configuration not stated)	102	110	106	107	102	102	111	106
CN(CCCCN(C)CCOS(C)(=O)=O)CCOS(C)(=O)=O	72	97	95	47	73	85	66	109
O=C1N(c2nncs2)CCN1[N+](=O)[O-]	103	109	96	99	92	97	101	.
CCOC(=O)N(CCO)[N+](=O)[O-]	99	135	101	111	101	95	113	109
CCC1=C[C@@H]2CN3CCc4c([nH]c5ccccc45)[C@@](C(=O)OC)(C2)[C@@H]13	100	106	97	111	102	91	101	102
CC12CCC3C(CC=C4CC(O)CCC43C)C1C/C(=C\N1CCOCC1)C2=O (configuration not stated)	100	110	110	108	100	96	109	113
COC(=O)[C@@H](C)C[C@H](Cc1ccc2ccccc2c1)NC(=O)c1csc([C@@H](C[C@H](C(C)C)N(C)C(=O)[C@@H](NC(=O)[C@H]2CCCCN2C)C(C)C)OC(C)=O)n1	22	47	52	10	38	47	29	57
CN(C)[C@@H]1C(=O)C(C(N)=O)=C(O)[C@@]2(O)C(=O)C3=C(O)c4c(O)ccc(Cl)c4[C@@](C)(O)[C@H]3C[C@@H]12	103&90	103&103	98&98	92&93	92&99	82	99&95	103&90

Screening results from PubChem BioAssay.
